CDK5 p35 inh: inhibitors of human CDK5/p35 kinase, primary screen, biochemical, single concentration. Recombinant CDK5/p35, ADP-Glo luminescence, 60 min. inhibition, % at 10 µM. 0.01% of 330,000 active;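 active = highest replicate inhibition of at least 50% and at least 75% of replicates reaching 50%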;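 also: plate controls were DMSO neutral control for no effect and GW8510 at 10 µM for full effect; many of its hits are not listed in these tables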
Rtt109 Vps75: inhibitors of C. albicans Rtt109/Vps75 HAT, primary screen, biochemical, ThioGlo CoA-SH fluorescence, plate reader | Histone acetyltransferase RTT109 (Candida albicans (strain SC5314 / ATCC MYA-2876)), … | purified Rtt109/Vps75, 4 h | inhibition, % at 34.9 µM | 0.16% of 330,000 active | AID 540336, 2011;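 active = inhibition of at least 50% in every replicate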
Wnt act: Wnt/beta-catenin pathway activators, primary screen, cell-based, plate reader, single point | Wnt/beta-catenin reporter cell assay, activator | activation, % at 9.35 µM | 1.2% of 300,000 active | AID 743398, 2014; in the data active = activation above about 30%, passing the limit was not always enough;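 also: 0% = neutral control wells and 100% = positive control wells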
MITF TRPM1 HTS: activators of MITF-driven TRPM1 promoter reporter, primary screen, cell-based, SK-MEL-5, luciferase, single point; SK-MEL-5 TRPM1-promoter luciferase, 24 h; % of positive control, neutral wells = 0; AID 588334, 2011; activation, % at 12.5 µM; 0.75% of 300,000 active;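 active = mean activation of at least 80% with every replicate also reaching 80%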;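 also: 0% = neutral control wells and 100% = parthenolide positive control wells; values of inactives mirror those of a sister screen read the other way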
dFosB act: activators of delta FosB homodimer, primary screen, biochemical, fluorescence polarization, TAMRA-CDK5 oligo, single point; purified delta FosB; percent of positive-control signal above neutral wells; activation, % at 25 µM; 0.99% of 340,000 active;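 active = mean activation above about 17%, with every replicate also reaching it, limit read from the data, passing the limit was not always enough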;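 also: fluorescence polarization rise as delta FosB binds a TAMRA Cdk5 AP-1 oligo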
Target sequence (P13346 whole entry, looked up): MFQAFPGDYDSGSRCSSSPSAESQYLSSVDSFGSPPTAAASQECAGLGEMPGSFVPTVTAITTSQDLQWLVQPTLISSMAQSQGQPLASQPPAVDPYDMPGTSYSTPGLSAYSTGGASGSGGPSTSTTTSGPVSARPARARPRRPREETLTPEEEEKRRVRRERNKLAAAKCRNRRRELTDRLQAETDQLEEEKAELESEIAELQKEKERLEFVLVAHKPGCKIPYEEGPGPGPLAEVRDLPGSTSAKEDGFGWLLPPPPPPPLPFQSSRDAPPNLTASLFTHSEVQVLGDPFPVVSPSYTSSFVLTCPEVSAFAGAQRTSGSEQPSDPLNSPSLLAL
SR-BI HDL uptake: inhibitors of SR-BI mediated HDL lipid uptake, primary screen, ldlA[mSR-BI] cells, fluorescence, single point; Scavenger receptor class B member 1 (Mus musculus), Q61009; ldlA[mSR-BI] CHO cells, DiI-HDL uptake fluorescence, 3 h; inhibition, % at 12.5 µM; 0.96% of 320,000 active; AID 488896, 2010;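 active = mean replicate inhibition of at least 70% and a set share of replicates each scoring 70 or more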;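 also: 0% = median of neutral control wells and 100% = median of positive control wells; values of inactives mirror those of a sister screen read the other way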
Target sequence (Q61009 whole entry, looked up): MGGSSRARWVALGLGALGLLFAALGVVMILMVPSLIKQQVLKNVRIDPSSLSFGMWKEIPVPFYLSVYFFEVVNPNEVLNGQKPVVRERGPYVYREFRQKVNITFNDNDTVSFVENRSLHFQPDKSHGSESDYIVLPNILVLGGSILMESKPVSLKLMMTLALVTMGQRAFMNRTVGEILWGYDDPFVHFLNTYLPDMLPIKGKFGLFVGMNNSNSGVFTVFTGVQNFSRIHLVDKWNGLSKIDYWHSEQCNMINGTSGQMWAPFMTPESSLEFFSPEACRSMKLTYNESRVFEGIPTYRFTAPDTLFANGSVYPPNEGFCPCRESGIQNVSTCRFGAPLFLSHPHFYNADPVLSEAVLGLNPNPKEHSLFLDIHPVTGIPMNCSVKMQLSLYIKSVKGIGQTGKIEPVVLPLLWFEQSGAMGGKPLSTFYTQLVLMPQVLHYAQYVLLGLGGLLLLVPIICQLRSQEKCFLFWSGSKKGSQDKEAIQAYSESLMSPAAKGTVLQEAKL
PvdQ acylase: P. aeruginosa PvdQ acylase inhibitors, primary screen, biochemical, fluorescence, plate reader and imaging, single point; purified PvdQ acylase; inhibition, % at 10 µM; 0.063% of 340,000 active; in the data active = inhibition above about 30%, passing the limit was not always enough;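 also: 0% = vehicle neutral wells and 100% = reference inhibitor wells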
SR-BI uptake up: activators of SR-BI mediated DiI-HDL uptake, primary screen, ldlA[mSR-BI] CHO cells, DiI fluorescence. 0.096% of 320,000 active. 3 h; 100 = double the neutral-control signal. activation, % at 12.5 µM;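 active = mean replicate activation of at least 60% and every replicate at or above 60%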;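 also: 0% = median plate neutral-control signal and 100% = twice that signal; values of inactives mirror those of a sister screen read the other way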
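Material: SR-BI-overexpressing, LDLR-lacking CHO cells; schedule: compound exposure 3 h, 37 °C; reagent: DiI-labelled HDL at 10 µg/mL final; technique: bottom-read fluorescence, 550/595 nm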
cardiac RTF act: cardiac RTF calcium sensitivity activators, primary screen, biochemical, IANBD-TnC fluorescence, EC20 calcium; AID 493008, 2010; activation, % at 7.2 µM; IANBD-labeled TnC RTF fluorescence at EC20 calcium; 0% EC20 calcium, 100% full calcium; 0.24% of 340,000 active; Troponin I, cardiac muscle (Homo sapiens) + Troponin T, cardiac muscle (Homo sapiens) + …;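 active = activation above the mean over all tested compounds plus 3 SD, cut at about 30% in these data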;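 also: rise in fluorescence read as greater calcium sensitivity of cardiac thin filaments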
HTR5A ag: HTR5A agonists in luminescence cell assay, primary screen, counter-screen for OPRM1-OPRD1 heterodimer agonist project, full-deck HTS; 5-hydroxytryptamine receptor 5A (Homo sapiens), P47898; cell-based; activation, % at 9.3 µM; 0.61% of 340,000 active; AID 504692, 2011; in the data active = activation mostly above about 9.5%, no sharp cut-off; inactive = mostly below about 7.6%;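 also: 0% = cells with vehicle only and 100% = reference agonist; strong numbers were not always called active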
* = called active by the depositor; nt = not tested or not shown; & = joins results of further samples.

SMILES	Rtt109 Vps75	SR-BI HDL uptake	dFosB act	cardiac RTF act	PvdQ acylase	Wnt act	CDK5 p35 inh	HTR5A ag	MITF TRPM1 HTS	SR-BI uptake up
Cc1[nH]n(C)c(=O)c1C(=O)c1c(-c2ccccc2Cl)noc1C	-3.6	-4.0	-2.4	1.2	1.6	-3.0	2.2	-6.1	nt	4.0
O=C1Cc2ccccc2C(=O)N1CCc1ccccc1	9.1	-11.5	-6.2	2.3	6.0	-4.0	0.9	0.2	5.8	11.5
O=C1C(=O)N(CCCN2CCOCC2)C(c2ccc(F)cc2)/C1=C(\O)c1ccc2c(c1)OCCO2 (stereo not drawn)	0.6	9.9	-3.7	-3.0	-9.3	0.9	-3.2	-1.1	2.0	nt
CN(CCCC1CCCC1)C(=O)c1cc(COc2c(F)cccc2F)on1	4.7	-3.0	-7.9	-1.7	-9.4	-1.6	-0.9	1.4	-0.7	3.0
CC(C)c1cccc(C(C)C)c1OCCCCN1CCCC1	2.8	nt	8.9	-5.7	-6.0	-8.2	2.2	4.4	6.7	nt
Cc1cccc(CN2CCN(CC(=O)O)C2=O)c1	-0.7	-29.7	-0.3	0.3	-6.0	0.4	1.2	-0.2	-4.6	29.7
O=C(O)c1ccc(-n2cccn2)nc1	-4.5	-26.3	-8.8	-4.1	-7.9	1.0	1.1	3.2	0.6	26.3
Cc1ccc(N(CC(=O)NCc2ccco2)C(=O)CCC(=O)Nc2nccs2)c(C)c1	-0.2	-19.0	-5.1	2.0	-5.4	-1.1	-0.8	-3.6	-7.1	19.0
CCC(C)NC(=O)C1=CCN(S(=O)(=O)c2ccc(C)cc2)CC1 (stereo not drawn)	-1.2	-4.7	-3.9	10.4	-8.8	-2.7	2.2	-2.8	-11.5	4.7
COC(=O)c1scc(C)c1NC(=O)CSc1ccc(Cl)cc1	-1.4	56.6	35.0*	7.0	-14.8	-1.9	0.8	0.0	-3.0	-56.6
COc1ccc(C)cc1NC(=O)CSc1nnc(-c2ccccn2)n1Cc1ccco1	3.1	-5.3	-4.2	-1.4	-17.4	nt	-3.0	-9.5	1.8	5.3
CCCCCNC(=O)c1cccnc1SCC(=O)Nc1ccccc1OC	9.8	12.3	-5.0	0.9	-16.1	-6.4	nt	2.0	-3.5	-12.3
COCCCNC(=S)N1CCCN(c2nc3cc(C)c(C)cc3cc2C#N)CC1	-70.1	33.5	-15.1	4.5	-1.5	-0.8	0.3	-1.6	-1.8	-33.5
Cc1ccc(S(=O)(=O)Nc2ccc(-n3cnnn3)cc2)c(C)c1	3.3	0.0	-4.8	4.3	-12.4	-2.8	0.4	-0.2	nt	0.0
O=C(c1cccs1)n1cc(C(=S)N2CCOCC2)c2ccccc21	11.6	14.0	-2.4	-4.6	-14.0	50.2*	-0.3	-0.2	-9.8	-14.0
C/C(=N\NC(=O)c1cccc(Cl)c1)c1cccc(NC(=O)c2ccco2)c1	-1.0	-2.2	-15.4	6.2	-17.9	nt	-0.6	-3.2	-2.9	2.2
NC(=S)N/N=C/c1ccccc1OCc1cccc(Cl)c1	-1.2	67.6	-4.4	-1.6	8.9	nt	-0.8	6.4	-36.8	-67.6
COc1cc(C(C)=O)ccc1Oc1cnccn1	5.2	-21.7	6.2	-0.3	2.9	0.5	1.0	1.6	-10.3	21.7
CCOC(=O)c1ccccc1CN1C(=O)c2ccccc2S1(=O)=O	-4.1	-1.8	-1.5	6.3	-4.7	-0.5	-0.4	0.5	9.7	1.8
O=C(O)C1C2C=CC(C2)C1C(=O)NCCc1cccc(Cl)c1 (stereo not drawn)	1.6	-49.2	1.8	7.5	-9.0	nt	0.6	7.8	5.9	nt
COc1ccc(CC(=O)Nc2cc(=O)n(C)c(=O)n2C)cc1	-6.3	nt	0.1	0.3	-8.2	-0.7	-1.7	1.8	9.0	nt
Cc1ccc2oc3c(c(=O)c2c1)C(c1cccc(Br)c1)N(Cc1ccco1)C3=O (stereo not drawn)	2.4	-4.7	-4.0	-1.1	-11.3	nt	-0.5	0.3	-10.7	4.7
CCCCOCCCNC(=O)N[C@@H](CCSC)C(=O)OC	8.2	-11.2	1.7	1.4	-13.5	nt	-0.3	2.9	7.7	11.2
O=C1CC(c2ccccc2)CC2=C1CN(C1CCCCC1)CN2 (stereo not drawn)	8.5	2.0	0.1	2.3	3.1	0.0	0.1	-1.2	-8.6	-2.0
Cc1ccccc1S(=O)(=O)Cc1ccc(C(=O)NCCCOC(C)C)o1	-3.8	-1.4	-1.2	-3.6	11.3	-4.3	0.1	6.8	-2.7	1.4
O=C(NCC1(O)CCCCC1)C1CCC(=O)N(Cc2ccccc2F)C1 (stereo not drawn)	-9.3	-7.6	1.1	0.0	-6.0	1.2	-3.4	2.0	3.8	7.6
CC1CCOC2(O1)C(=O)N(CN1CCN(c3cccc(Cl)c3)CC1)c1ccccc12 (stereo not drawn)	-7.5	nt	1.4	-4.3	-9.8	nt	1.4	-3.3	-9.1	nt
Cc1ccc(C(=O)C2CCOC(C)(C)C2)cc1 (stereo not drawn)	-0.4	-2.2	-8.7	-0.5	-7.8	-9.1	0.1	7.7	8.6	2.2
CCn1nc(NC(=O)c2ccncc2)c2cc3ccccc3nc21	-1.5	13.6	6.6	3.9	-15.2	-0.5	0.0	-1.6	9.5	-13.6
CCOc1ccc(C)cc1S(=O)(=O)NC1CCCCCC1	2.9	-33.2	-9.4	0.2	-0.8	-2.0	-0.3	-1.4	0.3	33.2
CC(C)CNC(=O)c1cccc(NC(=O)C2CCCO2)c1 (stereo not drawn)	-1.5	-10.6	-11.3	0.7	-11.8	nt	0.3	-7.6	-5.4	10.6
COc1ccccc1NC(=O)CN1CCN(CC(=O)Nc2ccc(C)c(F)c2)CC1	-1.6	103.6*	-5.0	4.6	-16.9	0.8	1.5	-0.2	-8.2	-103.6
O=C1CCCC(=O)N1c1ccc(N2CCN(c3ccccc3)CC2)c([N+](=O)[O-])c1	-1.9	-8.9	1.8	-2.4	3.0	-0.4	1.0	0.1	-8.4	8.9
COc1ccc(C(C(=O)NC2CCCCC2)N(C(=O)c2ccco2)c2ccccc2C(C)=O)cc1OC (stereo not drawn)	14.6	nt	-13.3	-1.7	5.6	-1.6	0.2	1.2	3.4	nt
O=C(N/N=C/c1ccccn1)C12CC3CC(CC(C3)C1)C2	-7.3	-5.9	10.6	-1.3	0.7	nt	0.5	1.2	-0.4	5.9
CC(=O)c1ccc(NC(=O)c2ccn[nH]2)cc1	-2.2	0.4	-8.8	12.0	-18.4	20.2	-1.8	0.2	72.0	-0.4
CC/C(=N\N=C1\SC(C)C(=O)N1Cc1ccco1)c1ccccc1 (stereo not drawn)	5.6	21.8	8.1	-0.6	0.9	4.3	-0.5	2.0	-2.1	-21.8
c1csc(-c2nnc(COc3ncnc4sccc34)o2)c1	-1.2	-7.5	-3.2	7.0	-9.6	1.9	0.7	7.4	-13.2	7.5
CSc1ncccc1C(=O)OCC(=O)c1ccccc1Br	-8.3	-4.8	-9.6	0.5	4.2	1.3	0.7	-2.3	10.2	4.8
CC(=O)OCC(=O)[C@@]1(O)CC[C@H]2[C@@H]3CCC4=CC(=O)CC[C@]4(C)[C@H]3[C@@H](O)C[C@@]21C	1.0&-8.1	1.3&-7.1	-0.9&-4.2	1.0&3.9	-6.9&-10.5	-2.0&-1.1	-2.5&-0.3	-1.3&-4.4	7.1&17.8	13.5&7.1
COCCCNC(=O)CN1C(=O)CSc2ncccc21	-9.1	-1.0	4.9	2.6	-9.7	-7.3	0.8	4.4	-0.5	1.0
Cc1ccc(S(=O)(=O)N2CCN(C(=O)CCOc3ccccc3C)CC2)cc1C	3.4	-22.0	-13.2	-4.7	-12.3	4.7	0.8	2.1	-1.2	22.0
CCc1ccc(C2C3=C(CC(C)(C)CC3=O)Nc3c2c(=O)[nH]c2nc(C)nn32)cc1 (stereo not drawn)	-62.5	-15.3	-2.9	-5.0	-18.7	3.6	-2.3	-2.1	-16.7	15.3
CCOC(=O)N1CCN(S(=O)(=O)c2ccc(C)cc2)C1c1ccc(OC)cc1 (stereo not drawn)	8.5	12.2	-2.1	-3.0	-18.4	1.3	-0.4	4.5	0.1	-12.2
COc1ccc(NC(C)=O)cc1S(=O)(=O)Nc1ccccc1C(=O)N1CCCC1	-0.4	-25.0	3.1	-3.4	-14.0	-2.3	-2.0	2.4	3.2	25.0
CC(Oc1ccc(Cl)cc1Cl)c1nc(-c2ccc(NC(=O)c3cccnc3)cc2)no1 (stereo not drawn)	-3.9	63.6	-9.2	6.5	-0.7	nt	-3.5	-1.1	-0.2	-63.6
C/C(=C/c1oc2ccc(O)cc2c1[N+](=O)[O-])N(C)C	4.3	5.6	-2.5	-22.4	-13.1	1.0	1.1	-1.1	19.2	-5.6
O=C(c1ccc(CN2CCOCC2)cc1)N1CCC(Cc2ccccc2)CC1	2.1	8.7	-1.9	9.5	-5.3	-5.8	0.7	2.6	nt	-8.7
Cc1cccc(C(=O)N2CCC(c3nc4ccccc4s3)CC2)c1	11.7	-3.1	3.1	2.3	-12.2	-1.5	-0.4	6.2	-5.3	3.1
Nc1cc(N)nc(SCC(=O)NNC(=O)c2ccc(Cl)cc2)n1	1.9	8.4	-2.9	-0.8	17.4	-1.2	0.3	-3.0	-12.3	-8.4
CCNC(=O)NC(=O)COC(=O)CCCc1nc2ccccc2s1	-0.6	-27.1	-1.1	1.3	-12.1	-2.0	-0.5	-2.1	5.7	27.1
CN(C)/C=C(\C#N)C(=O)N/N=C(\CC(=O)C(F)(F)F)c1ccco1	-7.5	-6.0	-5.6	3.6	-2.8	-0.9	-2.5	5.6	-20.7	5.9
CCOC(=O)c1c(N)sc2c(O)c(Br)ccc12	2.7	-12.4	-8.4	-4.6	-15.7	nt	-1.0	-3.2	16.5	12.4

Looked up above.
CCc1ccc(C2C3=C(CC(C)(C)CC3=O)Nc3c2c(=O)[nH]c2nc(C)nn32)cc1 (stereo not drawn) in cardiac RTF act shows -5.0
COCCCNC(=O)CN1C(=O)CSc2ncccc21 in dFosB act shows 4.9

Source: PubChem

No enrichment for hits; overall some 4.4% were active at least once.
